ERp5 inh: inhibitors of ERp5-driven insulin aggregation, primary screen, biochemical, turbidity, absorbance 650 nm, single point; AID 651711, 2012; actives 0.05% (n = 350,000); Protein disulfide-isomerase A6 (Homo sapiens), Q15084; inhibition, % at 9.99 µM; 90 min;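 active means mean replicate inhibition above about 25%, with every replicate also reaching it, limit read from the data, passing the limit was not always enough; inconclusive means only one of those two criteria met; inactive means neither criterion met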
Target sequence (Q15084 whole entry, looked up): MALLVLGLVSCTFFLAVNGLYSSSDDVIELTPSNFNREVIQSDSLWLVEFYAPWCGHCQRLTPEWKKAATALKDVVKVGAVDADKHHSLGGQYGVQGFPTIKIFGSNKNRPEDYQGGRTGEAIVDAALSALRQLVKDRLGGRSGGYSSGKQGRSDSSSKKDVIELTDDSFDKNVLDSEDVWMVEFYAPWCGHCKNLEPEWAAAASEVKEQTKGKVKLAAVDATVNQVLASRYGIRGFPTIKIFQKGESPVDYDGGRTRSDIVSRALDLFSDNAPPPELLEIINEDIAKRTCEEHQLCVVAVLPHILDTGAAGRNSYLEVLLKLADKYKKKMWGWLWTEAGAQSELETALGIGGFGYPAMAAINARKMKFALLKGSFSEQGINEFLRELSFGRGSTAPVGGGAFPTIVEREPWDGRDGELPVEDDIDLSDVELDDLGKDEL
F508del corr: F508del CFTR correction, initial screen, CFBE line, single point | CFBE cells, YFP halide quenching; stimulated with forskolin plus potentiator P3; % fluorescence drop versus neutral controls | activity (quench increase), % at 7.58 µM | actives 0.36% (n = 350,000) | AID 720511, 2013;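 active means mean added fluorescence quench of at least 8% versus neutral control, with both replicates also reaching 8%; inconclusive means only one of the mean or replicate conditions met; inactive means mean below 8% and not both replicates reaching 8%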;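 further: cells transiently co-express mutant CFTR-F508del with the halide-sensitive YFP; corrector assay measuring rescue of mutant channel to the surface after 24 h compound exposure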
Xi reactivation: activators of inactive X chromosome reactivation, primary screen, imaging, XiGFP fibroblasts, GFP high-content imaging, set 2; XiGFP mouse fibroblasts, % GFP-positive cells imaging, 3 d; cells co-treated with 5-aza-dC sensitizer; scaled so ellipticine positive control = 100%; activation, % at 7.58 µM; actives 0.055% (n = 360,000); AID 743238, 2013;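 active means mean normalized replicate activation at least 10% and every replicate at or above 10%; inconclusive means only one of the two criteria met; inactive means mean below 10% and not all replicates reach 10%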;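 further: 0% = median of on-plate neutral control wells and 100% = ellipticine 6 µM median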
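Assay system: SV40-immortalized XiGFP fibroblast cells, line 68-5-11; buffer or medium: DMEM plus 5-aza-dC sensitizer; compound: one concentration, pinned; timing: compounds 3 days, fix/stain 15 min at room temperature; benchmarks: positive control ellipticine, 6 µM final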
ARNT-TACC3 inh: disruptors of ARNT/TACC3 protein interaction, primary screen, biochemical, AlphaScreen, single concentration; Transforming acidic coiled-coil-containing protein 3 (Homo sapiens), Q9Y6A5; AlphaScreen His-ARNT PAS-B/GST-TACC3 binding, luminescence; TACC3 fragment carries E629A point mutation; inhibition, % at 9.99 µM; actives 0.66% (n = 390,000);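 active means mean inhibition of replicates at least 50% and at least half of replicates each reaching 50%; inconclusive means half or more replicates reach 50% but mean below 50%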;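 further: 0% = complete ARNT plus TACC3 wells and 100% = ARNT alone without TACC3; many hits fall short of the cut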
DENV2 CPE rescue: inhibitors of DENV2 cytopathic effect, primary screen, cell-based, plate reader, single concentration; DENV2-infected cells, cytopathic effect rescue; CPE inhibition, % at 9.99 µM; actives 1.7% (n = 350,000); in the data active means CPE inhibition above about 20%, passing the limit was not always enough; inconclusive means no clear call, values can overlap the other calls; tested in BHK-21 cells;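 further: 0% = median of neutral control wells and 100% = median of positive control wells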
EWS-Fli block: EWS/Fli-driven NR0B1 reporter inhibitors, primary screen, A673 cells, NR0B1 luciferase, luminescence, MLPCN library; viability-normalised; inhibition, % at 12.6 µM; actives 0.67% (n = 350,000); AID 651661, 2012;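 active means mean inhibition of at least 50% after viability correction, with every replicate also passing that limit; inconclusive means mean reaches 50% but only one of two replicates passes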;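 further: firefly luciferase signal divided by Alamar Blue viability fluorescence both relative to DMSO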
GSIS activator: GLuc luminescence reporter in INS-1E cells, primary screen for activators of glucose-dependent secretion of insulin | INS-1E GLuc reporter insulin secretion, 2-3 h | activation, % at 16.6 µM | actives 0.61% (n = 370,000) | AID 743287, 2014;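 active means lowest replicate activation of at least 40%, so every replicate reaches that level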;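 further: 0% = median of neutral control wells and 100% = median of IBMX positive control wells; some compounds called inactive have numbers as strong as hits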
PAX8 inh HTS: inhibitors of PAX8-driven TPO luciferase reporter, primary screen, RMG-I cells, single concentration. SteadyGlo, 24 h. inhibition, % at 12.6 µM. actives 1.2% (n = 360,000);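 active means mean replicate inhibition at least 60% with every replicate also reaching 60%; inconclusive means only one of the two criteria is met; inactive means mean below 60% and not all replicates reaching 60%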;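 further: luciferase light reporting Pax8 driven TPO promoter activity; plate controls were median of neutral control wells for no effect and mitoxantrone controls for full effect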
* hit, by the source's call; ? = inconclusive; · = no result given.

smiles	ERp5 inh	F508del corr	Xi reactivation	ARNT-TACC3 inh	DENV2 CPE rescue	EWS-Fli block	GSIS activator	PAX8 inh HTS
O=C(CSc1nc2ccc([N+](=O)[O-])cc2[nH]1)NC1CCCCC1	1.4	0.1	·	2.7	-0.9	8.5	·	·
CCn1cc(/C=C(\NC(=O)c2cc(OC)c(OC)c(OC)c2)C(=O)N2CCN(C)CC2)c2ccccc21	3.8	0.0	0.1	5.2	0.2	·	-2.8	12.0
Cc1ccc2oc(=O)c3cnn(CC(=O)NC4CCCCC4C)c3c2c1 (stereo not drawn)	1.6	-0.2	0.0	-0.5	5.2	-3.7	18.6	4.1
CN(C)c1ccc(NC(N)=S)cc1	-1.1	0.5	0.5	9.0	-2.7	4.4	2.0	9.4
COC(=O)[C@@H]1C[C@@H]2CC[C@@H](O)C[C@@H]2N1Cc1ccc(Cl)cc1	-2.0	-0.2	0.2	0.9	-1.2	1.9	-10.5	-3.7
CNC(=O)/C(C#N)=C/c1c(N2CC(C)OC(C)C2)nc2ccccn2c1=O (stereo not drawn)	-8.1	·	0.0	·	5.2	·	6.6	-19.3
CC(Oc1cccc(Cl)c1)C(=O)Nc1ccc(S(=O)(=O)Nc2ncccn2)cc1 (stereo not drawn)	3.8	-1.5	0.1	-2.1	2.3	9.1	-0.5	19.8
O=C(N/N=C/c1ccccc1)c1ccc(CN2C(=O)c3cccc4cccc2c34)cc1	5.8	·	-0.1	-3.8	0.2	-15.3	·	32.5
O=C(NCC[C@@H]1CC[C@@H](NS(=O)(=O)Cc2ccccc2)[C@H](CO)O1)C1CCC1	-5.1	1.9	0.1	-2.3	-1.0	-0.9	10.9	-7.2
Cc1noc(C)c1NC(=O)Nc1ccc2c(c1)C(=O)N([C@H](C)CO)C[C@@H](C)[C@@H](CN(C)Cc1ccc(C(F)(F)F)cc1)OCCCC[C@@H](C)O2	3.5	1.3	-1.3	15.6	4.5	7.6	-15.4	17.9
CSCCC(NC(=O)c1ccccc1Cl)C(=O)OCC(=O)N1CCCC1=O (stereo not drawn)	5.3	-0.3	-0.1	·	-5.5	-1.0	3.1	-72.4
Cc1cccc(/C(N)=N/OC(=O)c2ccc(Br)o2)c1	·	·	-0.1	-5.5	·	·	6.9	-122.9
Cc1ccc(OCC(=O)N/N=C\c2ccc(C)o2)c(C)c1	3.0	1.6	0.0	2.1	0.8	1.5	5.3	-114.6
CCc1nc2ccc(C(=O)NCCNC(C)=O)cn2c1N(CC)Cc1cccc(Br)c1	11.2	1.1	0.0	·	0.6	-2.3	1.5	4.6
C/C=C/c1ccc2c(c1)O[C@@H](CN(C)C(=O)Nc1cccc(F)c1)[C@H](C)CN([C@@H](C)CO)S2(=O)=O	-2.8	6.8	0.2	3.0	-3.9	10.3	-17.1	5.0
COc1ccc(C2SCC(=O)N2c2ccc(F)cc2)cc1 (stereo not drawn)	3.1	-0.4	0.0	3.5	-1.1	-6.5	-8.3	7.5

Random excerpt: 4 compounds from above
smiles	ERp5 inh	F508del corr	Xi reactivation	ARNT-TACC3 inh	DENV2 CPE rescue	EWS-Fli block	GSIS activator	PAX8 inh HTS
O=C(N/N=C/c1ccccc1)c1ccc(CN2C(=O)c3cccc4cccc2c34)cc1	5.8	·	-0.1	-3.8	0.2	-15.3	·	32.5
COc1ccc(C2SCC(=O)N2c2ccc(F)cc2)cc1 (stereo not drawn)	3.1	-0.4	0.0	3.5	-1.1	-6.5	-8.3	7.5
O=C(NCC[C@@H]1CC[C@@H](NS(=O)(=O)Cc2ccccc2)[C@H](CO)O1)C1CCC1	-5.1	1.9	0.1	-2.3	-1.0	-0.9	10.9	-7.2
Cc1cccc(/C(N)=N/OC(=O)c2ccc(Br)o2)c1	·	·	-0.1	-5.5	·	·	6.9	-122.9

Remaining list, next part
smiles	ERp5 inh	F508del corr	Xi reactivation	ARNT-TACC3 inh	DENV2 CPE rescue	EWS-Fli block	GSIS activator	PAX8 inh HTS
O=C(C[C@@H]1C[C@@H]2c3cc(NC(=O)c4ccc5c(c4)OCO5)ccc3O[C@@H]2[C@@H](CO)O1)NCc1ccc(Cl)cc1	-3.6	4.4	0.0	-7.5	12.8	-10.8	8.0	5.4
COc1ccc(C2(CNC(=O)c3cccc([N+](=O)[O-])c3)CCCCC2)cc1OC	1.8	0.8	0.3	-6.6	?	0.1	·	12.8
Cc1noc(C)c1NC(=O)Nc1ccc2c(c1)C(=O)N([C@@H](C)CO)C[C@@H](C)[C@@H](CN(C)C(=O)Nc1ccc(C(F)(F)F)cc1)OCCCC[C@@H](C)O2	-5.9	1.7	-0.1	8.4	-7.8	8.1	11.1	15.6
COc1ccc(OC)c(C(=O)Cn2nnc(-c3ccc(N4CCOCC4)cc3)n2)c1	6.7	10.4*	-0.1	-2.3	-5.1	21.7	8.3	2.7
C=CCn1c(SCC(=O)N2N=C(c3ccco3)CC2c2ccco2)nnc1-c1ccncc1 (stereo not drawn)	·	·	0.0	0.0	·	·	9.4	-2.7
CCN1[C@@H]2c3ccc(-c4ccccc4F)c(=O)n3C[C@H]1[C@H](CO)[C@H]2C(=O)N1CCCCC1	-2.3	-0.5	0.2	-12.8	7.5	-0.2	-1.8	-11.8
C[C@H]1CN([C@@H](C)CO)S(=O)(=O)c2ccc(-c3cccc(F)c3)cc2O[C@H]1CN(C)C(=O)c1cccc(F)c1	11.3	0.2	-1.3	-1.1	7.1	4.6	-17.1	·
CN(Cc1ccc(C(C)(C)C)cc1)C(=O)C1CSC2(C)CCC(=O)N12 (stereo not drawn)	-15.3	-6.0	-0.3	1.8	5.9	-1.6	-9.2	5.1
C[C@H](CO)N1C[C@H](C)[C@@H](CN(C)S(=O)(=O)c2ccc(Cl)cc2)OCCCC[C@H](C)Oc2ccc(NC(=O)CCCN(C)C)cc2C1=O	-2.5	0.4	0.0	7.9	-9.5	-6.4	-5.2	8.2
CN(C)CCCNC(=O)C[C@H]1CC[C@@H]2[C@@H](COc3ccc(NC(=O)c4ccc5c(c4)OCO5)cc3C(=O)N2C)O1	2.3	1.7	0.2	14.7	-6.5	-53.3	-1.9	-66.4
CCOC(=O)[C@]12CCCC=C1N(Cc1ccc3c(c1)OCO3)C(=O)[C@H](CC(=O)NCc1ccc(OC)c(OC)c1)C2	-3.4	0.5	0.1	·	19.2	-0.3	-30.6	-7.2
CCC(=O)N1CC(=O)N2[C@H](C1)[C@H](c1ccc(-c3cccc(C(=O)N(C)C)c3)cc1)[C@@H]2CO	-1.9	2.9	0.4	·	-3.2	·	24.2	·
CCOC(=O)C1=C(C)Nc2[nH]c(=O)[nH]c(=O)c2C1c1cccs1 (stereo not drawn)	1.8	1.3	0.3	0.2	-3.7	-0.7	7.7	-11.2
CCCn1nc(C(=O)Nc2nc(-c3ccccn3)cs2)c2ccccc2c1=O	0.9	5.7	-0.1	50.5*	-2.0	11.1	·	73.8*
COc1ccc(S(=O)(=O)N2CCCCC2)cc1NC(=O)c1cc([N+](=O)[O-])ccc1N1CCOCC1	-0.6	3.6	0.1	8.6	7.4	16.9	2.7	-33.4
CN(CC(=O)Nc1cccc(F)c1)C(=O)c1cc(-c2ccccc2)nc2ccccc12	-0.3	-3.0	-0.1	-6.7	-9.3	10.0	-37.8	8.2
CC(=O)N1CC(C)Sc2ccc(S(=O)(=O)NCCc3cccc(C)c3)cc21 (stereo not drawn)	5.0	-1.4	-0.1	-2.3	5.2	-5.6	-50.4	22.6
CCC(=O)N1C[C@H](O)COC[C@@H]2O[C@H](CC(=O)NCC3CCCCC3)CC[C@H]21	-1.7	-1.4	0.3	-6.2	12.8	-1.0	2.0	-8.9
COc1ccccc1CCNC(=O)C(=O)NCC1OCCN1S(=O)(=O)c1ccc(Br)cc1 (stereo not drawn)	·	·	0.6	-5.1	·	·	21.1	16.9
COC(=O)[C@]12C[C@H](CC(=O)NCCC(C)C)C(=O)N(Cc3ccccc3)C1=C[C@H](C1CCCC1)O[C@@H]2C	4.2	-1.1	0.0	·	3.4	-3.5	·	9.5
CC(=O)NCCNc1nc2cc(-c3cnn(CCC(C)C)c3)sc2c(=O)n1C	2.8	1.1	0.1	·	-3.8	-5.0	-3.5	-12.1
COc1ccc(Cl)cc1N1C(=O)C2CCCN2C1c1ccc(F)c(F)c1 (stereo not drawn)	5.1	-0.6	0.3	-5.5	5.8	0.7	5.9	4.0
COCCN1Cc2cccc(C(=O)Nc3ccc(-c4nc5ccccc5[nH]4)cc3)c2C1=O	·	·	0.2	-5.5	·	·	25.0	-15.6
Cc1cc(C(=O)N2CCc3ccccc3C2)n[nH]1	1.9	-3.1	0.0	-0.8	5.7	·	-8.5	-10.9
C[C@H]1CN([C@@H](C)CO)C(=O)c2cc(NC(=O)Nc3cccc4ccccc34)ccc2O[C@@H]1CN(C)S(C)(=O)=O	-0.3	-0.7	-0.6	-1.1	?	0.9	11.3	17.6
C[C@@H]1CN([C@@H](C)CO)C(=O)Cc2cc(NC(=O)CCC(F)(F)F)ccc2O[C@H]1CN(C)C(=O)NC1CCCCC1	6.0	0.0	-0.8	-10.1	-3.4	-2.6	-2.6	5.4
O=C1CCC(=O)N1CCSC(=S)N1CCOCC1	2.1	-0.6	0.0	-9.8	5.1	3.2	4.9	2.0
CCC(=O)N[C@@H]1CC[C@@H](CC(=O)NCc2ccccc2OC)O[C@@H]1CO	5.4	-5.2	-0.3	-13.8	-8.2	-3.9	6.9	-32.2
N#Cc1cc(C#N)c(SCC(=O)N2CC(=O)Nc3ccccc32)nc1N	-1.9	1.9	0.4	10.7	4.0	11.0	31.4	30.6
CNc1cncc(-c2ccc(CN3CCOCC3)cc2)n1	4.2	-5.7	-0.1	·	0.3	-64.7	-0.6	-96.5
Cc1ccc2nc(=O)c(NNc3ccccc3)cnc2c1	5.2	4.6	-0.1	5.3	-2.1	-37.9	-12.9	-142.6
Cc1ccc(-n2nnnc2CNC(=O)c2ccc3c(c2)OCO3)cc1C	-6.5	-1.4	0.1	-0.9	3.5	-7.1	19.4	-1.8
CCC(=O)N1CC2(CCN(Cc3ccncc3)CC2)c2c(n(C)c3cc(OC)ccc23)[C@@H]1CO	·	-2.1	0.2	·	-9.1	-3.4	15.7	·
CCC(CC)C(=O)Nc1cc(C)c2c(=O)oc3ccccc3c2n1	1.2	-3.0	0.0	-2.7	-4.9	-28.6	·	32.4
O=C(COC(=O)c1ccc2c(c1)C(=O)N(CCc1ccccc1)C2=O)Nc1ccc(OC(F)F)cc1	·	·	0.5	-2.3	·	·	-17.0	1.6
Cc1cc(NCc2ccco2)nc2cc(O)ccc12	5.7	0.1	0.1	-3.0	0.4	4.4	12.7	-16.4

Bioassay records as filed in PubChem BioAssay.

Compounds as they come; 4.2% or so of the library scored in one or more.
